Myeloid diff MLP: compounds promoting myeloid differentiation; AID 624256; ER-HoxA9 myeloid progenitors, lysozyme-GFP differentiation, flow cytometry; 360,000 compounds, 1% hits; calls only at 10 µM;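 active = normalized GFP-positive differentiation at or above the plate's own cutoff, the solvent-only control mean plus 3 SD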;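 note: cells exposed to compound for four days before flow analysis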
HEK293 NOD2/NF-kB: NOD2 signaling inhibitors, cell-based, luminescence, uHTS, HEK293 (AID 1566); one-dose inhibition, % at 4 µM; EC50 in µM for titrated hits; HEK293 NOD2/NF-kB luciferase reporter, luminescence; higher % means a stronger effect; 290,000 compounds, 0.63% hits; note: many of its hits are not listed in these tables
NTR1 agonist: agonists of NTR1, primary screen, imaging, U2OS cells, beta-arrestin-GFP, high content (AID 493036) | P30989 | NTR1-U2OS beta-arrestin-GFP spot imaging, agonist mode | activation, % at 20 µM | 330,000 compounds, 0.17% hits;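 active = activation at or above 40% of the spot to cytoplasm intensity ratio, with at least 20 cells analyzed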;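 note: 0% = DMSO without peptide and 100% = 100 nM NTR1 peptide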
Target sequence (P30989 whole entry, looked up): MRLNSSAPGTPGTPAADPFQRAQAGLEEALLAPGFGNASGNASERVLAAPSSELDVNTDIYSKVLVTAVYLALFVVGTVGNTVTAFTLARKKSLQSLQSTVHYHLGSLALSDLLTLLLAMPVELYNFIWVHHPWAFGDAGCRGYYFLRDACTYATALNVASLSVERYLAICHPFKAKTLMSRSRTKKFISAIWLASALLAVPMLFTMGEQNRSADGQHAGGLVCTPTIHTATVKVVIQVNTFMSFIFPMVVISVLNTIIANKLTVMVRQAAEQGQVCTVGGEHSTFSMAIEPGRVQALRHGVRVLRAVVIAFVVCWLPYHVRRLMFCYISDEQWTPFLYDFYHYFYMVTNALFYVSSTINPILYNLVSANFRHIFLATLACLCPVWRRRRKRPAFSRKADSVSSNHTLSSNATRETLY
T cell modulator: modulates CD8 T cell binding to vesicles; 2C CD8+ T cell-vesicle binding, flow cytometry; hits give low values; AID 2052; calls only at 7 µM; 330,000 compounds, 0.068% hits;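 active = response, share of CD8 T cells binding vesicles, and their 90th percentile fluorescence all below set limits, cut at about 80% in these data, passing the limit was not always enough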
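incubation = binding step 1.5 h, 37 °C, antibody labelling 20 min, ice | test system = 2C mouse CD8+ T cells | read-out basis = percent CD8+ FL2 mean versus row control | controls = Peptide-free naked vesicles (low) and QL9 vesicles with 0.7% DMSO vehicle (high) | detection = flow cytometry of vesicle-bound cells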
GPR55 LPI antagonism: GPR55 antagonists blocking LPI-driven arrestin recruitment, primary screen, imaging, U2OS, beta-arrestin-GFP, LPI agonist (AID 2013) | U2OS GPR55 beta-arrestin-GFP translocation imaging, LPI antagonism; higher % means a stronger effect | inhibition, % at 10 µM; hits with a dose series show IC50 in µM | 290,000 compounds, 0.13% hits;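 active = spots per cell inhibited over 60%, with over 100 cells counted and total cytoplasm intensity under 500,000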;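 note: U2OS cells stably carrying GPR55 and arrestin-GFP stimulated by 5 µM LPI near EC80; imaged beta-arrestin-GFP aggregate spots per cell after agonist stimulation; plate controls were LPI-stimulated DMSO wells for no effect and DMSO wells without LPI for full effect; some results filed as inactive read as strong as hits; confirmed hits need IC50 under 10 µM and bright autofluorescent wells are also inconclusive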
KOR beta-arrestin-1: KOR agonists, beta-arrestin recruitment, primary screen, cell-based, luminescence, uHTS (AID 1777). KOR beta-arrestin recruitment, luminescence; higher % means a stronger effect. one-dose activation, % at 10 µM; EC50 in µM for titrated hits. 280,000 compounds, 0.02% hits; in the data active = activation above about 50%, passing the limit was not always enough; note: a part of the inactive calls stands beside numbers as strong as those of hits
NOD1 NF-kB reporter: NOD1 signaling inhibitors, primary screen, cell-based, luminescence, uHTS (AID 1578); 290,000 compounds, 1% hits; inhibition, % at 4 µM; hits with a dose series show EC50 in µM; NOD1-driven NF-kB luciferase reporter cells, luminescence; higher % means a stronger effect; in the data active = inhibition mostly above about 36%, no sharp cut-off; inactive = mostly below about 34%;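 note: HEK-293T reporter cells stimulated with the NOD1 agonist gamma-tri-DAP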
GPR55 activation: selective activators of receptor GPR55 – imaging, U2OS cells, beta-arrestin-GFP redistribution, primary screen (AID 1961); U2OS GPR55 beta-arrestin-GFP redistribution imaging; higher % means a stronger effect; one-dose activation, % at 10 µM; EC50 in µM for titrated hits; 290,000 compounds, 0.048% hits;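 active = activation above 40% with more than 50 cells counted in the well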;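 note: U2OS osteosarcoma cells stably expressing GPR55 and beta-arrestin-GFP; plate controls were DMSO negative control for no effect and LPI positive control for full effect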
KOR beta-arrestin-2: kappa opioid receptor blockers – cell-based, luminescence, uHTS (AID 1778); KOR beta-arrestin recruitment, luminescence, antagonist mode; higher % means a stronger effect; inhibition, % at 10 µM, or IC50 in µM where a hit was titrated; 290,000 compounds, 0.091% hits; note: strong numbers were not always called active
T cell modulator vesicle-bound %: second read-out of T cell modulator, no call of its own (marks repeat the call); double positive events, %; measured here: CD8+ vesicle-bound cell fraction;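 binding gate set so that unloaded-vesicle control wells show 10% double positive cells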
NTR1 agonist cell count 20 µM: further read-out of NTR1 agonist, marked with its call; cell count; measured here: cell count, cytotoxicity flag
Myeloid diff MLP GFP+ MAC1+ %: further read-out of Myeloid diff MLP, marked with its call; GFP+ MAC1+ double positive, %; measured here: differentiation confirmed by MAC1 staining
Active calls of the source: *; i = inactive; . = no result given; + = active, no number; [ ] = dose if it differs, or a comment. Cut-off read from the data, not from the text of the source, unless noted: active = inhibition above about 50%; inactive = the rest. This is a subset (hit frequency here may not be typical).

SMILES	Myeloid diff MLP	Myeloid diff MLP GFP+ MAC1+ %	HEK293 NOD2/NF-kB	NTR1 agonist	NTR1 agonist cell count 20 µM	T cell modulator	T cell modulator vesicle-bound %	GPR55 LPI antagonism	KOR beta-arrestin-1	NOD1 NF-kB reporter	GPR55 activation	KOR beta-arrestin-2
COCCNC(=O)CC(c1ccccc1)c1ccccc1	i	0.5	6%	1.3	35	i	24	7%	-5.2%	-10%	-0.1%	-22%
Clc1ccccc1C1Nc2cccc3cccc(c23)N1	i	0.5	5%	5.1	54	i	51	-1%	0.3%	25%	0.8%	-56%[20 µM]
Cn1c(SCc2ccccc2)nnc1C1CCCNC1 (stereo unspecified)	i	0.4	13%	1.3	56	i	45	9%	6.4%	-3%	0.0%	37%
Cc1cnc(NC(=O)Cc2c[nH]c3ccccc23)s1	i	17	-26%	-0.4	37	i	15	-2%	3.5%	-14%	-0.3%	1%
O=C(CSc1nnc(-c2cccs2)o1)NCc1ccco1	i	0.7	4%	0.2	48	i	27	-2%	-3.4%	-25%	0.7%	-2%
CCc1ccccc1N1C[C@@]23C=C[C@@H](O2)C(C(=O)OCC(C)C)[C@H]3C1=O (stereo partly specified)	i	8.2	3%	-0.5	47	i	57	-1%	-4.3%	-3%	-0.2%	19%
COc1ccccc1NC(=O)CSc1nnc(Cn2cnc3ccccc32)n1C	i	0.4	13%	-2.1	75	i	32	-6%	-1.7%	5%	-0.1%	-15%
CCC(C)N(C(=O)Cn1nnc(-c2ccc(F)cc2)n1)C1CCS(=O)(=O)C1 (stereo unspecified)	.	.	4%	0.7	56	i	60	-9%	6.7%	-36%	0.0%	11%
Cc1c(O)c2c3c(cccc3c1O)C(=O)N(c1ccccc1)C2=O	i	0.1	31%	.	.	i	41	-1%	3.4%	20%	0.4%	-18%
O=C(NCC1CCCN(Cc2cccc(F)c2)C1)c1cccc2ccccc12 (stereo unspecified)	i	0.1	-22%	0.2	54	i	43	2%	0.9%	12%	-0.2%	-14%[20 µM]
Cc1ccccc1NC(=O)c1ccccn1	i	0.2	2%	-1.6	50	i	60	3%	1.8%	-6%	-0.2%	-3%
O=C(NCc1nnc(SCC(=O)N2CCc3ccccc32)o1)c1cccs1	i	0.1	2%	-0.9	83	i	11	-10%	2.8%	-16%	0.0%	-39%
FC(F)Oc1ccc(NC(=S)NC2CCCCCCC2)cc1	.	.	-20%	1.2	50	i	34	9%	12%	-18%	0.0%	-74%
O=C(CC(NCCc1ccccc1)C(=O)O)Nc1ccc(O)cc1 (stereo unspecified)	.	.	5%	2.2	70	i	21	-9%	-1.8%	-7%	0.0%	4%
Cc1nnsc1C(=O)NNS(=O)(=O)c1ccccc1	i	1.8	-1%	-1.1	50	i	42	-2%	3.1%	2%	0.0%	5%
COc1cc(NC(=O)c2cc(OC)c(OC)c(OC)c2)cc(-n2cnnn2)c1	i	4.8	11%	0.6	55	i	43	1%	-3.8%	-11%	0.1%	-5%
O=C(NC(Cc1ccccc1)C(=O)O)c1ccco1 (stereo unspecified)	i	1.8	10%	-2.1	44	i	28	-4%	.	-32%	-0.2%	-18%[20 µM]
N#CCCn1cc(C(=O)N2CCOCC2)c(-c2ccc3c(c2)OCCO3)n1	i	0.9	-2%	-1.4	60	i	63	2%	-4.4%	-22%	-0.3%	15%
CN(C)CCNC(=O)Cc1ncc(C(F)(F)F)cc1Cl	i	0.2	12%	0.1	65	i	12	10%	4.7%	-21%	0.1%	-11%
COc1ccc(N2CCN(C(=O)c3cc4c(-c5ccc(Cl)cc5)nn(C)c4s3)CC2)cc1	i	6.3	18%	4.6	52	i	43	-1%	-1.8%	-11%	0.2%	7%
COc1ccc(CCN(CC(=O)NCc2ccc(F)cc2)C(=O)c2snc(C(N)=O)c2N)cc1OC	i	0.4	-9%	-0.1	44	i	30	-9%	-0.7%	-24%	0.1%	-9%
CC(C)C(=O)Nc1cccc(C(=O)NCc2ccc3c(c2)OCO3)c1	i	6.2	-1%	2.1	57	i	39	-4%	12%	-14%	-0.3%	-2%
Cc1c(Cl)ccc2c1NC(=O)[C@]21[C@@H]2C(=O)N(Cc3ccccc3)C(=O)[C@@H]2[C@@H]2CCCN21	i	1.6	-2%	21	54	i	45	20%	57%	5%	-0.1%	-7%
CN(C)c1nc(N)nc(-c2cccnc2)n1	i	0.5	2%	-1.0	51	i	44	-7%	1.2%	10%	0.3%	-9%
O=C(O)CCC(=O)N1CCc2cc(S(=O)(=O)NC3CCCc4ccccc43)ccc21 (stereo unspecified)	i	7.5	-12%	0.5	49	i	44	-9%	2.1%	-3%	-0.1%	-29%

2 records drawn at random from the list so far:
SMILES	Myeloid diff MLP	Myeloid diff MLP GFP+ MAC1+ %	HEK293 NOD2/NF-kB	NTR1 agonist	NTR1 agonist cell count 20 µM	T cell modulator	T cell modulator vesicle-bound %	GPR55 LPI antagonism	KOR beta-arrestin-1	NOD1 NF-kB reporter	GPR55 activation	KOR beta-arrestin-2
O=C(O)CCC(=O)N1CCc2cc(S(=O)(=O)NC3CCCc4ccccc43)ccc21 (stereo unspecified)	i	7.5	-12%	0.5	49	i	44	-9%	2.1%	-3%	-0.1%	-29%
COCCNC(=O)CC(c1ccccc1)c1ccccc1	i	0.5	6%	1.3	35	i	24	7%	-5.2%	-10%	-0.1%	-22%

Following part.
SMILES	Myeloid diff MLP	Myeloid diff MLP GFP+ MAC1+ %	HEK293 NOD2/NF-kB	NTR1 agonist	NTR1 agonist cell count 20 µM	T cell modulator	T cell modulator vesicle-bound %	GPR55 LPI antagonism	KOR beta-arrestin-1	NOD1 NF-kB reporter	GPR55 activation	KOR beta-arrestin-2
O=C1c2ccc([N+](=O)[O-])cc2C(=O)N1c1ccc(Cl)cn1	i	0.1	13%	0.3	42	i	9	0%	3.7%	-18%	-0.1%	-8%[20 µM]
CCCCCCCNC(=O)C1(CC2CC(c3ccc(Cl)cc3)=NO2)CCN(C(=O)C2(C)CC2)CC1 (stereo unspecified)	i	1.0	-6%	2.6	51	i	56	12%	.	4%	-0.1%	-22%[20 µM]
COc1cc(/C=C(\C#N)C(=O)NCC2CCCO2)ccc1OCC(N)=O (stereo unspecified)	i	0.7	1%	-1.0	64	i	50	8%	-2.9%	-40%	0.5%	7%[20 µM]
COc1ccc(CC(=O)NNC(=O)c2ccco2)cc1	i	0.4	-9%	-1.0	42	i	27	-13%	1.8%	-49%	-0.1%	-9%
COc1ccc(NC(=O)N2CCCCC2c2cccnc2)cc1 (stereo unspecified)	i	1.0	6%	0.3	52	i	64	8%	-3.5%	-41%	0.1%	-1%
O=C(CCl)NCCCCCCCCCNC(=O)CCl	i	2.6	12%	0.1	45	i	45	-8%	6.9%	-15%	0.1%	1%
O=[N+]([O-])C1=CC=C2C(=NC3(CCCCC3)N2O)C1=NCCc1ccccc1	i	0.1	4%	4.1	88	.	.	17%	-6.5%	-27%	0.9%	2%
COc1c(N2CCN(C(=S)Nc3ccc(F)cc3)C(C)C2)c(F)cc2c(=O)c(C(=O)O)cn(C3CC3)c12 (stereo unspecified)	i	1.5	24%	0.4	50	i	29	-5%	5.2%	14%	-0.1%	-11%
O=C(N/N=C/c1oc(O)c2ccccc12)c1ccccc1O	i	0.1	13%	-0.5	82	i	63	0%	0.5%	-39%	0.7%	-12%
CCOc1cccc(OCCOCCN2CCCC2)c1	i	0.7	-2%	0.2	44	i	20	5%	-0.1%	.	0.3%	-6%
CC(=O)Nc1cccc(C(=O)OCc2ccccc2)c1	i	0.6	4%	0.1	80	i	27	-7%	6.0%	22%	0.2%	-18%
COc1ccc2[nH]c(C)c(CCNC(=S)Nc3ccccc3OC)c2c1	i	0.3	11%	-0.6	82	i	53	7%	3.7%	-15%	0.0%	-38%
CC(C)c1cc(=O)[nH]c(N2CCN(Cc3ccc4c(c3)OCO4)CC2)n1	i	0.9	12%	0.1	57	i	13	0%	0.1%	-10%	0.0%	-11%[20 µM]
CCc1c(C)nc(SCC(=O)c2cccs2)c(C#N)c1C	i	7.2	-54%	15	45	i	5	37%	6.5%	-52%	0.0%	-55%
O=C1CC(Cc2ccccc2)C(=O)N1c1ncccn1 (stereo unspecified)	i	0.1	24%	-0.6	63	i	62	12%	.	-7%	0.0%	-9%[20 µM]
Cc1ccc(N=C(NO)c2cnccc2C(F)(F)F)c(C)c1	i	0.7	12%	1.8	87	i	29	2%	-2.0%	-10%	0.0%	16%
CCOC(=O)c1c(NC(=S)Nc2ccc(Cl)cc2)sc2c1CCN(C)C2	+	3.8*	-1%	.	.	i	34	10%	12%	-5%	0.0%	-28%
Cc1ccc(C)c(SCC(=O)Nc2ccc(S(=O)(=O)Nc3ncccn3)cc2)c1	i	1.1	30%	-0.8	54	i	26	-11%	-1.0%	21%	0.2%	1%
CCOC(=O)C(C)Oc1ccc(NC(=O)C(Cl)Cl)cc1 (stereo unspecified)	i	0.8	9%	0.4	67	i	35	12%	1.5%	1%	-0.2%	30%
COc1ccc(-n2cc(-c3ccc(Cl)cc3)[nH]c2=S)cc1	i	0.3	-174%	3.4	82	i	22	15%	1.4%	-16%	-0.2%	12%
CC(C)(C)OC(=O)N1CCC(CNC(=O)c2ccc(F)cc2)CC1	i	0.6	8%	-0.5	54	i	33	-2%	0.1%	-2%	1.0%	12%
CC(=O)OC1CC(c2cc(C(C)(C)C)c(O)c(C(C)(C)C)c2)=NO1 (stereo unspecified)	i	0.3	16%	2.4	58	i	46	16%	5.4%	3%	0.5%	7%
Cc1ccc(-n2nc(C)cc2N)c(C)c1	i	0.1	10%	0.6	32	i	58	2%	-1.8%	-23%	-0.7%	-8%
COc1ccc(C)cc1NC(=O)CC1COc2ccccc2O1 (stereo unspecified)	i	0.0	-4%	0.3	28	i	36	-8%	-6.0%	-11%	-0.2%	30%
Cc1ccc(S(=O)(=O)n2ccnc2)cc1C	i	2.2	0%	-1.8	48	i	45	1%	6.3%	4%	-0.1%	-44%
CSc1ccccc1C(=O)Nc1cccc([N+](=O)[O-])c1C	i	1.0	16%	3.6	55	i	31	-1%	1.3%	-35%	0.4%	10%
COc1ccc(N2CCN(C(=O)[C@@H](NC(=O)c3ccccc3Cl)C(C)C)CC2)cc1	i	0.7	7%	-0.1	47	i	53	0%	-1.2%	-26%	-0.1%	13%
Cc1nc(C)c(CCNC(=O)c2cccc(Cl)c2)s1	i	0.9	5%	2.0	75	i	30	2%	-1.2%	-13%	0.2%	13%
COc1cccc(CC(=O)Nc2sc3c(c2C(N)=O)CCCC3)c1	i	0.8	11%	3.7	59	i	27	1%	1.6%	-16%	-0.2%	-9%
